Screens from PubChem BioAssay.
SKN-1 inh: inhibitors of C. elegans SKN-1; inhibition, % at 21.8 µM; C. elegans VP596 Pgst-4::GFP/RFP ratio, acrylamide-induced, 24 h; 0.49% of 360,000 active; AID 624304;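 active = interference check ratio from 0.5 to 1.5 plus GFP to RFP signal ratio inhibition reaching or exceeding a fixed threshold, cut at about 30% in these data, passing the limit was not always enough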; also: some compounds called inactive have numbers as strong as hits
Rin1 Abl inh: human Rin1-Abl interaction inhibition; P00519+Q13671; TR-FRET Rin1/Abl binding, biochemical; inhibition, % at 7.35 µM; 0.4% of 360,000 active; AID 588664; in the data active = inhibition above about 5%, passing the limit was not always enough
bovine MsrA act: activates bovine MsrA enzyme; purified bovine MsrA, absorbance read-out; activation, % at 10.6 µM; 0.3% of 360,000 active; AID 602163; in the data active = activation above about 7.5%;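 also: 0% = vehicle and 100% = reference activator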
CendR NRP1 mod: NRP-1/CendR interaction modulation; O14786; FAM-RPARPAR peptide binding to NRP-1, fluorescence polarization; inhibition, % at 25 µM; 0.85% of 360,000 active; AID 602438;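 active = inhibition or corrected inhibition above about 18%, plus a signal ratio from 0.5 to 1.5, limit read from the data, passing the limit was not always enough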; also: strong numbers were not always called active
MT1-MMP act inh: inhibitors of human MT1-MMP activation; P50281; HT1080 RFP-PRO-GFP cells, GFP/RFP ratio fluorescence, overnight; percent of plate control window, DMSO zero; GFP/RFP ratio change, % at 20 µM; 0.061% of 360,000 active; AID 651647;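 active = GFP/RFP ratio change of at least 30% with cell ATP level not reduced by more than half and red fluorescence within 50% of control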; also: strong numbers were not always called active
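Compound: 20 µM single dose, 1% DMSO / System: HT1080 RFP-PRO-GFP cells / Controls: DMSO and RFP-L50D-GFP cell wells / Read-out basis: GFP/RFP fluorescence ratio / Schedule: overnight compound exposure at 37 °C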
Neddylation inh: inhibitors of human cullin neddylation; P61081+Q13564; TR-FRET cullin neddylation, biochemical; calls only at 25 µM; 0.58% of 360,000 active; AID 651699; in the data active = inhibition above about 36%
MsrA inh: inhibitors of bovine MsrA | purified bovine MsrA, absorbance read-out | inhibition, % at 15.5 µM | 0.75% of 360,000 active; in the data active = inhibition above about 4.5%;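 also: 0% = vehicle wells with enzyme and 100% = reference inhibitor wells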
E coli Lon inh: inhibits E. coli Lon protease. purified E. coli Lon protease, fluorescence polarization. inhibition, % at 7.94 µM. 0.42% of 360,000 active; in the data active = inhibition above about 13%, passing the limit was not always enough;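 also: 0% = enzyme with probe and DMSO and 100% = no enzyme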
FAS TE block: blocks the thioesterase domain of human fatty acid synthase. inhibition, % at 15 µM. 0.67% of 360,000 active. recombinant FAS-TE, OMFH fluorogenic substrate, fluorescence endpoint. AID 602261;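 active = compounds whose normalised, plate-corrected inhibition of enzyme fluorescence in the single-dose primary screen is 50% or more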;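 also: 0% = DMSO with enzyme and 100% = substrate without enzyme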
Target sequence (P49327 whole entry, looked up, the tested form may be a part): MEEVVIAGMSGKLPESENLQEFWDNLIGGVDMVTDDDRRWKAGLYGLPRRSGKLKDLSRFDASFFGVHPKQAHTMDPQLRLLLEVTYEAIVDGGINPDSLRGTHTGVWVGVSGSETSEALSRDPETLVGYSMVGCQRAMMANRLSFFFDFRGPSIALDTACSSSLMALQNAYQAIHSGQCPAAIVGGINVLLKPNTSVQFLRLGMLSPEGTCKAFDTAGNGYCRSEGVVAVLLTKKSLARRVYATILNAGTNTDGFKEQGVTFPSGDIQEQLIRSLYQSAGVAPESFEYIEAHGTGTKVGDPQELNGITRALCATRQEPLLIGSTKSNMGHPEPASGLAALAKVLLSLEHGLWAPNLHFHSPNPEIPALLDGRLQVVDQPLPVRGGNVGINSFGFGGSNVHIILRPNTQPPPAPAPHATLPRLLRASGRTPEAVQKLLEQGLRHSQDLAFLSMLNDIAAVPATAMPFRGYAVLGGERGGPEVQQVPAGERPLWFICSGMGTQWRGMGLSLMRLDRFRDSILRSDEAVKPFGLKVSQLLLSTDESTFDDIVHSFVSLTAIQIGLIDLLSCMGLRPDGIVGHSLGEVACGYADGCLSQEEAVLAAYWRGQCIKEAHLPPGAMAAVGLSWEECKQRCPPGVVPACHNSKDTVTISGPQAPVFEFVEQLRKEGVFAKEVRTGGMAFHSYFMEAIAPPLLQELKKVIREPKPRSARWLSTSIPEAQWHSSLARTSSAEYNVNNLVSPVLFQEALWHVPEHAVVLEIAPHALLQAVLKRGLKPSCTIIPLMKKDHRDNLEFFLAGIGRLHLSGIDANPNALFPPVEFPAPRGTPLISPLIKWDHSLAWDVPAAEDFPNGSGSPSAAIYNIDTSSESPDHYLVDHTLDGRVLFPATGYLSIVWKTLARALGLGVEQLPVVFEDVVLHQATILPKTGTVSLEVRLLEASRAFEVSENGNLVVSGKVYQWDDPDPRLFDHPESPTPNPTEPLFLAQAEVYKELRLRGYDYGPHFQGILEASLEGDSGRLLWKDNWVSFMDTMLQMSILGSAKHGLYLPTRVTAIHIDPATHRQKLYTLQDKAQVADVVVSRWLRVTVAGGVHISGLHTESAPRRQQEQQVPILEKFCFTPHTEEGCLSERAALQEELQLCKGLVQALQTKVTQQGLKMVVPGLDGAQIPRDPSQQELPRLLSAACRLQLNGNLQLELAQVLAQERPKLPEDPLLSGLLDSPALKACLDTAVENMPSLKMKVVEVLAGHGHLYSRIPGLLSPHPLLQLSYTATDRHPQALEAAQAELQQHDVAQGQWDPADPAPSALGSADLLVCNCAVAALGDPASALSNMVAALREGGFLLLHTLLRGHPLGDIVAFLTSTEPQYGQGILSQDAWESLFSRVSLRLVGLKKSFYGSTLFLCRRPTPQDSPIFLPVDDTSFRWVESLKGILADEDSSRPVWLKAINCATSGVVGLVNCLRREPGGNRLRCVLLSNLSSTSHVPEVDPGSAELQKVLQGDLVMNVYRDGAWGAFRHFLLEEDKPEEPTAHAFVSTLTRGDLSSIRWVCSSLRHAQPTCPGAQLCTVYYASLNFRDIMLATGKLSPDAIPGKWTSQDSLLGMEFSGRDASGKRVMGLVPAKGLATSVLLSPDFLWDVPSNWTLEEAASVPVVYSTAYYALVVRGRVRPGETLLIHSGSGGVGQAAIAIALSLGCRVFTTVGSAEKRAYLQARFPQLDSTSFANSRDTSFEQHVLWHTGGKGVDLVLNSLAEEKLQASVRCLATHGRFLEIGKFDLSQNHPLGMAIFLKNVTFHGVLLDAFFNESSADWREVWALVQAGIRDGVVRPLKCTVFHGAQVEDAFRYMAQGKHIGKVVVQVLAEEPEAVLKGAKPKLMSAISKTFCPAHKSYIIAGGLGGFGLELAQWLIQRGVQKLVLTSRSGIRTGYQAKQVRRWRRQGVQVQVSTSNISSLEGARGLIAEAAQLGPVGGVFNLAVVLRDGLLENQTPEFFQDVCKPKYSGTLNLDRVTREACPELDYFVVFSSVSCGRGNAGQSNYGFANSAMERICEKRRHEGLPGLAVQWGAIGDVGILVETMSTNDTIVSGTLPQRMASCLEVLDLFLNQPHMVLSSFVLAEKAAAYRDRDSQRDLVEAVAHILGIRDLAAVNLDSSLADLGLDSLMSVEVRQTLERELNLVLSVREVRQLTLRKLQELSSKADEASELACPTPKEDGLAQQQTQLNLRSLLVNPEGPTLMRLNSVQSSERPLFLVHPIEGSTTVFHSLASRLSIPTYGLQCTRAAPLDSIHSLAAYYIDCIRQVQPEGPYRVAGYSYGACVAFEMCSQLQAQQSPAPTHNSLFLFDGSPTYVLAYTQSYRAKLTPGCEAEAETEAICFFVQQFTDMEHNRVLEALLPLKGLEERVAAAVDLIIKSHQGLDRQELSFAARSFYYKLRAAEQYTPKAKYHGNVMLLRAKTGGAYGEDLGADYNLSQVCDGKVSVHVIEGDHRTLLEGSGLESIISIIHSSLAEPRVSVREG
An asterisk follows results filed as active; i = inactive; nt = no result given.

Below each SMILES – bovine MsrA act	FAS TE block	CendR NRP1 mod	E coli Lon inh	MT1-MMP act inh	Rin1 Abl inh	Neddylation inh	SKN-1 inh	MsrA inh
1	O=C(CN1CCN(c2cccc(Cl)c2)CC1)Nc1nccs1
  -2	0	-6	-2	-3	2	i	2	-0.7
2	Cc1cc(C)cc(C(O)c2ncc(-c3ccc(F)cc3)[nH]2)c1 (configuration not stated)
  -1	2	-4	-5	1	-5	i	3	nt
3	Cc1cc(NC(=O)C2CCCCC2C(=O)O)no1 (configuration not stated)
  -2	-2	-2	5	1	-1	i	-6	0.0
4	CC(=O)N1c2ccc(S(=O)(=O)N3CCC(C(=O)Nc4cccc(Cl)c4)CC3)cc2CC1C (configuration not stated)
  -1	21	4	0	0	-1	i	22	-0.2
5	Cc1ccc(C(=O)N/N=C\c2cccc(OC(=O)c3cccc(F)c3)c2)cn1
  -1	-1	12	0	9	1	i	-4	0.0
6	CCCCn1nnnc1C1(C)CCC(=O)N1Cc1ccc(OC)c(OC)c1 (configuration not stated)
  -1	-12	9	-4	0	nt	i	12	-0.6
7	Cc1cccc(NC(=O)CCc2c(C)nn(-c3ccc(N4CCOCC4)nn3)c2C)c1
  1	-1	8	0	0	0	i	15	-0.3
8	Cc1ccc(-n2nc3c(SCCN4CCOCC4)nnc(C)c3c2C)cc1
  -3	-22	-48	-24	1	-210	i	-3	1.1
9	COc1ccc(C(C(=O)NC2CCCCC2)N(C(=O)c2csnn2)C2CC2)cc1 (configuration not stated)
  -1	-1	7	-3	3	2	i	9	-1.1
10	COc1ccc(-n2c(N)cc(=O)nc2SCC(=O)N2CCN(c3ccccc3)CC2)cc1
  0	-3	12	-18	0	2	i	6	0.2
11	O=C(COC(=O)/C(=C/c1cccs1)c1cccs1)NCc1ccccc1Cl
  -5	45	-6	3	-3	-1	i	10	1.0
12	COc1cc(/C=C2\SC(N)=NC2=O)cc(OC)c1
  -3	-3	-12	-1	-7	-2	i	5	2.7
13	COc1ccc(Br)cc1/C=C/C(=O)NC(=S)Nc1ccc(CN2CCOCC2)cc1
  -2	12	-6	-2	-4	3	i	4	-0.2
14	COCc1ccc(O)c2ncccc12
  1	-4	14	8	5	-2	i	-1	0.9
15	C/C=C/C(=O)OCC(=O)Nc1c(Cl)cccc1Cl
  -13	-8	3	7	-6	-3	i	-22	0.0
16	Cc1cc2ncc(C(=O)Nc3ccccc3)c(C)n2n1
  1	-5	4	-2	6	-1	i	0	-0.2
17	COCCCNC(=O)c1c(N)n(/N=C/c2cccs2)c2nc3ccccc3nc12
  -9	-1	-8	-7	-6	-1	nt	-7	1.0
18	CN(C)c1ccc(C2(O)C(=O)c3ccccc3C2=O)cc1
  -1	-9	-7	-6	4	1	i	-6	1.8
19	CC(C)(C)N(Cc1ccccc1)C(=O)COC(=O)C1CCN(c2ccc(C(F)(F)F)cn2)CC1
  -1	28	-20	0	-5	-1	i	-22	0.1
20	Cc1cc(C)c(C#N)c(SCC(=O)N2CCN(Cc3ccccc3)CC2)n1
  -3	15	0	0	1	-1	i	18	1.1
21	COc1ccc(CN2CCN(C(=O)c3ccc4nc(N5CCOCC5)sc4c3)CC2)c(OC)c1OC
  -1	-3	3	4	2	3	i	-5	0.3
22	COc1ccc(N2CCN(c3ccc(C(N)=O)cc3[N+](=O)[O-])CC2)cc1
  -6	-5	10	12	-2	-6	i	9	-0.7
23	COc1cc(F)ccc1-c1csc(C(NC(C)=O)c2cccc(F)c2)n1 (configuration not stated)
  -2	3	-6	-14	1	0	i	14	-0.7
24	CC(=O)Nc1cccc(-c2cc(NC=O)c3ncc(-c4cccc(C(C)=O)c4)n3c2)c1
  -3	13	-25	-4	-4	-5	i	0	0.2
25	CC12C=CC(=O)C=C1CCC1C3CCC(O)(C(=O)CO)C3(C)CC(O)C12F (configuration not stated)
  7	-6	9	1	-1	3	i	8	-0.2
26	CCc1cc2c3c(c(=O)oc2cc1OC)CCCC3
  -3	14	13	-4	3	-1	nt	9	4.0
27	COc1ccc(CN(C)Cc2nc(Cc3ccccc3Cl)no2)cc1OC
  -3	0	0	1	-2	1	i	-12	-0.8
28	O=C(CSc1nnc(-c2ccc(O)cc2)o1)NNC(=O)c1ccncc1
  -8	-7	12	3	-1	5	i	-10	-0.7
29	COc1ccc(-c2cnc(C(O)c3ccc(C(C)(C)C)cc3)[nH]2)cc1 (configuration not stated)
  -2	16	-9	4	1	-1	i	11	-1.3
30	CCOc1ccc(NC(=O)[C@H](Cc2ccccc2)NC(=O)C2CCNCC2)cc1
  -5	-1	5	-10	0	0	i	-27	-0.8
31	O=C(CCCSc1nc2ccccc2[nH]1)NCc1ccc(Cl)cc1
  -3	9	-9	4	-4	0	i	6	-0.3
32	COc1ccc(CN(C)C(=O)COC(=O)c2ccc(-c3ccccc3)cc2)c(OC)c1OC
  4	28	7	-10	2	-1	i	-4	0.8
33	COc1cc(O)c(C(CCN2CCOCC2)c2ccc(N(C)C)cc2)c(OC)c1 (configuration not stated)
  0	-5	2	-2	4	1	i	9	0.6
34	CCOC(=O)C1CCN(c2c(Nc3cc(C)cc(C)c3)c(=O)c2=O)CC1
  -6	-7	-13	-6	-3	-2	i	5	3.9
35	COc1ccc2[nH]c(=O)c(CN(Cc3ccco3)Cc3nnnn3Cc3ccccc3)cc2c1
  0	0	-19	-8	-10	7	i	-4	2.8
36	CC(/C=N/NC(=O)c1cc(-c2ccc3ccccc3c2)n[nH]1)=C\c1ccco1
  -5	9	-9	-12	-2	0	i	4	2.8
37	Cc1ccc(CNC(=O)C2CCCN(S(=O)(=O)c3ccc(-n4cnnn4)cc3)C2)cc1 (configuration not stated)
  2	-8	18	-6	3	2	i	20	-1.4
38	CC(C)c1nnc(NC(=O)C2CCN(C(=O)c3ccco3)CC2)s1
  3	-10	0	-5	6	1	i	11	-1.1
39	Cc1cc(C)cc(C(=O)Nc2nnc(SCC(=O)N3CCCc4ccccc43)s2)c1
  -2	26	-2	-3	2	-2	i	-3	-1.5
40	Clc1ccc(C2CC(c3cccs3)n3ncnc3N2)cc1Cl (configuration not stated)
  -2	12	6	-3	-7	1	i	0	0.4
41	CC(C(O)c1cc(=O)c(OCc2ccccc2)co1)[N+](=O)[O-] (configuration not stated)
  -5	-4	-5	6	1	-1	i	-6	-0.2
42	S=c1[nH]nc(-c2cc(-c3ccccc3)n[nH]2)n1/N=C/c1cccs1
  -1	0	1	0	-1	-3	i	2	-0.8
43	Cc1ccc(N2CC(C(=O)OCC(=O)c3ccc(C)c([N+](=O)[O-])c3)CC2=O)cc1 (configuration not stated)
  -2	6	-3	-6	2	3	i	10	0.1
44	COc1ccc(Cl)c(Cn2c(NCCCN(C)C)nc3c2c(=O)n(C)c(=O)n3C)c1
  -10	-9	-11	-1	-3	-4	i	4	-0.4
45	COC(=O)c1c(N)nc(C)n1-c1ccc(OC)cc1
  -1	-6	4	-16	-7	5	i	9	-0.3
46	O=C(CN1C(=O)c2ccccc2C1=O)NCC(=O)Nc1ccccc1
  -1	-5	10	0	5	0	i	-5	0.1
47	CCN1CCCC1CNC(=O)CSCc1nc(-c2ccccc2C)oc1C (configuration not stated)
  -10	-11	-17	2	3	2	i	-7	1.2
48	CC(C)CC(=O)Nc1nnc(SCC(=O)NCc2ccco2)s1
  -2	-9	-4	-4	-3	2	i	8	0.0
49	O=C(CSc1nnc(Nc2ccccc2F)s1)NCC1CCCO1 (configuration not stated)
  -4	-4	6	-8	0	4	i	-2	2.2
50	O=C(O)Cn1nnc(-c2ccccc2)c1COc1ccccc1
  -3	-4	-7	-6	-6	1	i	30	-1.2
51	O=C(Nc1ccc2c(c1)CCCN2C(=O)c1cccs1)c1ccccc1
  -10	-3	1	10	0	0	i	-9	0.1
52	CC(C)n1ncc2c(C(=O)N3CCN(c4ccc(F)cc4)CC3)cc(-c3ccccc3)nc21
  -3	30	8	-10	0	2	i	-2	-0.8
53	O=C(NC(Cc1ccccc1)C(=O)O)/C(=C/c1ccccc1)NC(=O)c1ccccc1 (configuration not stated)
  2	-7	-48	-15	-1	2	i	8	0.4
54	COc1ccc(C)cc1NC(=S)NN1CCN(C)CC1
  -2	-7	5	-1	2	4	i	-1	1.1
55	CCOc1ccc(S(=O)(=O)N2CCc3cc(OC)c(OC)cc3C2)cc1
  -5	25	-2	0	-3	0	i	3	-0.7
56	O=C(N/N=C/c1ccccc1Cl)C1CC1
  -9	-4	13	5	1	-4	i	-7	1.4
57	COC(=O)CC1(C(=O)OC)Oc2ccc(Br)cc2C(=O)N1c1cc(Cl)cc(Cl)c1 (configuration not stated)
  -10	16	5	14	6	3	i	1	-0.2
58	O=S(=O)(N/N=C/c1ccc(N2CCOCC2)cc1)c1ccc(Br)cc1
  -4	-5	7	13	3	-3	i	1	2.2
59	C=CCSC(CC)(CC)C(N)=O
  -5	-6	-8	-4	-3	1	i	-3	2.0
60	CC(C)COc1ccc(C(=O)Nc2ncn[nH]2)cc1
  2	-12	0	-7	-1	0	i	2	-1.4

Single records (already shown):
O=C(CSc1nnc(Nc2ccccc2F)s1)NCC1CCCO1 (configuration not stated) reads bovine MsrA act = -4; FAS TE block = -4; CendR NRP1 mod = 6; E coli Lon inh = -8; MT1-MMP act inh = 0; Rin1 Abl inh = 4; Neddylation inh = i; SKN-1 inh = -2; MsrA inh = 2.2
C=CCSC(CC)(CC)C(N)=O reads bovine MsrA act = -5; FAS TE block = -6; CendR NRP1 mod = -8; E coli Lon inh = -4; MT1-MMP act inh = -3; Rin1 Abl inh = 1; Neddylation inh = i; SKN-1 inh = -3; MsrA inh = 2.0

(listing goes on)
Below each SMILES – bovine MsrA act	FAS TE block	CendR NRP1 mod	E coli Lon inh	MT1-MMP act inh	Rin1 Abl inh	Neddylation inh	SKN-1 inh	MsrA inh
61	CCOC(=O)Cc1csc(NC(=O)c2cc(C)cc(C)c2)n1
  -9	-6	0	3	2	4	i	-2	1.5
62	OCCC1CN(Cc2ccccc2-c2ccco2)CCN1Cc1ccsc1 (configuration not stated)
  -2	-6	-6	-11	-1	-6	i	10	-0.2
63	O=C(COC(=O)c1cnc(Cl)c(Cl)c1)Nc1cccc(S(=O)(=O)N2CCOCC2)c1
  -4	7	-5	-5	-2	1	i	1	-0.4
64	CC1=C(C(=O)N2CCCCCC2)CC(CC(=O)NC2CCCC2)C(=O)N1Cc1ccccc1 (configuration not stated)
  0	-5	6	-4	-1	4	i	8	-1.4
